Assay outcomes: PubChem, Broad Institute
RAD54 inh – blocks human RAD54 Holliday junction branch migration; 360,000 tested, 0.14% active; Q92698; FAM/BHQ fluorescence; AID 602329; inhibition, % at 10.4 µM;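 active = mean normalized replicate activity at least 40 and at least half of replicates scoring 40 or more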;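 note: 0% = median of neutral control wells and 100% = median of positive control wells; inhibitors cause a drop in the FAM fluorescence signal; in these data hits start at about 50%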
Target sequence (Q92698 whole entry, looked up): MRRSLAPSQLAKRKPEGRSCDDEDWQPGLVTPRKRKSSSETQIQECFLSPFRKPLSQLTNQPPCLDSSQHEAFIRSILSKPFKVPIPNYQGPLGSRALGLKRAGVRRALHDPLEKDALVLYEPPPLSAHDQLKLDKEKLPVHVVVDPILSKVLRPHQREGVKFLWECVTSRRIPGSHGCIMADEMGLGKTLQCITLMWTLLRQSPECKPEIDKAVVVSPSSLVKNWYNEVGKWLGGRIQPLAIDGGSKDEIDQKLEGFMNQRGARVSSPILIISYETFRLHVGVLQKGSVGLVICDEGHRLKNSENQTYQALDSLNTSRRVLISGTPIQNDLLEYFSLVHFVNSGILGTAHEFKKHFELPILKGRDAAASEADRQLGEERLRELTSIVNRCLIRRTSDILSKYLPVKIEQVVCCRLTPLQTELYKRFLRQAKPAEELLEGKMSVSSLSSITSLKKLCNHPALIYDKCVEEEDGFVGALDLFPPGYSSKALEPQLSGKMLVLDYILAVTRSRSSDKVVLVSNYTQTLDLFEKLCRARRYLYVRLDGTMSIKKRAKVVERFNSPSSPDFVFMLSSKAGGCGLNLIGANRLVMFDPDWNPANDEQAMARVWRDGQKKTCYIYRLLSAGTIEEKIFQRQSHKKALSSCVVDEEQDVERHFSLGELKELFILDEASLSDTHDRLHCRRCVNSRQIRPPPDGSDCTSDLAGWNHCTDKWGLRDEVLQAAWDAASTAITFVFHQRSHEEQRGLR
INS-1E GSIS act – GLuc luminescence reporter in INS-1E cells, primary screen for activators of glucose-dependent secretion of insulin. INS-1E GLuc reporter insulin secretion, 2-3 h. activation, % at 16.6 µM. 370,000 tested, 0.61% active. AID 743287;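 active = lowest replicate activation of at least 40%, so every replicate reaches that level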;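 note: 0% = median of neutral control wells and 100% = median of IBMX positive control wells; some compounds called inactive have numbers as strong as hits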
ARNT-TACC3 inh – ARNT/TACC3 interaction disruption; Q9Y6A5; inhibition, % at 9.99 µM; 390,000 tested, 0.66% active; AID 623870; AlphaScreen His-ARNT PAS-B/GST-TACC3 binding, luminescence; TACC3 fragment carries E629A point mutation;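 active = mean inhibition of replicates at least 50% and at least half of replicates each reaching 50%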;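 note: 0% = complete ARNT plus TACC3 wells and 100% = ARNT alone without TACC3; many hits fall short of the cut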
RAD52 inh – RAD52 (human) annealing inhibition | P43351 | recombinant RAD52 DNA annealing, FRET fluorescence | inhibition, % at 18.7 µM | 360,000 tested, 0.46% active | AID 651710;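 active = every replicate showing at least 50% inhibition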
esBAF inh – inhibitors of esBAF chromatin remodeling in mouse ES cells; AID 602393; reporter increase, % at 12.5 µM; 350,000 tested, 2% active; Bmi1-luciferase knock-in reporter, 24 h; 100% = twice the neutral-well signal; in the data active = activation above about 40%;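 note: 0% = median of the plate's neutral control wells and 100% = double that signal; a rise in the Bmi1 reporter signal indicates esBAF inhibition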
ERAP1 HTS inh – inhibitors of human ERAP1 aminopeptidase; Q9NZ08; recombinant ERAP1, Leu-AMC fluorescence, 60 min; inhibition, % at 10.7 µM; 340,000 tested, 0.15% active; AID 652197;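 active = mean replicate inhibition of at least 30%, or all replicates individually reaching that 30% level; inactive = mean below 30% and not every replicate reaching it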;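 note: 0% = neutral control wells and 100% = L-leucinethiol positive control wells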
F508del corr – correctors of CFTR F508del function in bronchial epithelial cells | activity (quench increase), % at 7.58 µM | 350,000 tested, 0.36% active | CFBE cells, YFP halide quenching; stimulated with forskolin plus potentiator P3; % fluorescence drop versus neutral controls;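 active = mean added fluorescence quench of at least 8% versus neutral control, with both replicates also reaching 8%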;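 note: cells transiently co-express mutant CFTR-F508del with the halide-sensitive YFP; corrector assay measuring rescue of mutant channel to the surface after 24 h compound exposure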
Xi reactivation – activators of X-chromosome reactivation in mouse fibroblasts; XiGFP mouse fibroblasts, % GFP-positive cells imaging, 3 d; cells co-treated with 5-aza-dC sensitizer; scaled so ellipticine positive control = 100%; activation, % at 7.58 µM; 360,000 tested, 0.055% active; AID 743238;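 active = mean normalized replicate activation at least 10% and every replicate at or above 10%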;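 note: 0% = median of on-plate neutral control wells and 100% = ellipticine 6 µM median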
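Material: SV40-immortalized XiGFP fibroblast cells, line 68-5-11 | Buffer or medium: DMEM containing 5-aza-dC | Dosing: One concentration, pinned | Times: 3 d treatment, 15 min room-temperature fixation | Controls: Ellipticine 6 µM positive control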
Starred values were filed as active, the others as inactive; · = no result given.

Short forms – A = RAD54 inh; B = INS-1E GSIS act; C = ARNT-TACC3 inh; D = RAD52 inh; E = esBAF inh; F = ERAP1 HTS inh; G = F508del corr; H = Xi reactivation
> COc1ccc(CN(C)C[C@H]2Oc3c(NC(=O)C4CCCCC4)cccc3C(=O)N([C@H](C)CO)C[C@H]2C)cc1
  A: 3	B: -3	C: -3	D: 8	E: -5	F: 3	G: -1.9	H: 0.1

> COc1ccc(F)cc1S(=O)(=O)Nc1cc2c3c(c1)CC(=O)N3CCC2
  A: -4	B: 18	C: 5	D: 14	E: ·	F: -1	G: -0.3	H: -0.1

> CCCc1cc(=O)[nH]c(SCC(=O)Nc2ccc(OC(F)F)cc2)n1
  A: -1	B: ·	C: 24	D: -1	E: -7	F: -8	G: ·	H: ·

> CCOC(=O)C(=O)Nc1ccc(OCc2ccccc2)cc1
  A: -2	B: -8	C: -1	D: -18	E: -5	F: -2	G: -0.6	H: -0.1

> O=C(CSc1nncs1)N1CCN(S(=O)(=O)c2ccccc2)CC1
  A: -6	B: 14	C: -1	D: -8	E: 1	F: 1	G: -0.1	H: 0.0

> C[C@H]1CN([C@@H](C)CO)S(=O)(=O)c2ccc(C#CCN(C)C)cc2O[C@H]1CN(C)Cc1ccccc1F
  A: 4	B: 27	C: 1	D: 11	E: -2	F: -2	G: 1.0	H: -0.2

> CCSc1cc(C)nc2c(-c3ccc(Cl)cc3)c(C)nn12
  A: 11	B: 2	C: -5	D: -1	E: 1	F: -1	G: 0.0	H: ·

> NC(=O)C1CCN(C(=O)CCSc2ccccc2)CC1
  A: 6	B: 25	C: -4	D: ·	E: 29	F: ·	G: ·	H: ·

> Cc1[nH]c2ccccc2c1C(C#N)(C#N)C1C(=O)c2ccccc2C1=O
  A: 0	B: -46	C: 17	D: -12	E: ·	F: 2	G: -7.7	H: 0.5

> CN(C)S(=O)(=O)c1cccc(NC(=O)c2cc(=O)[nH]c(=O)[nH]2)c1
  A: -14	B: 10	C: -14	D: -11	E: -6	F: 1	G: -0.4	H: 0.0

> O=C(OCCNc1nc(-c2ccccc2)nc2ccccc12)c1cccnc1
  A: ·	B: -1	C: 2	D: -6	E: -5	F: -2	G: 1.9	H: 0.2

> CCNC(=O)C[C@@H]1CC[C@H]2[C@H](COc3ccc(NC(=O)Nc4ccccc4F)cc3C(=O)N2C)O1
  A: 2	B: 0	C: 4	D: -3	E: 4	F: -1	G: -1.3	H: 0.0

> COc1ccccc1OCC(=O)NC1CCCCCC1
  A: -2	B: 21	C: 5	D: -3	E: 35	F: -1	G: -1.0	H: ·

> C[C@@H]1CCCCO[C@@H](CN(C)S(=O)(=O)c2cn(C)cn2)[C@H](C)CN([C@H](C)CO)C(=O)c2cc(NC(=O)Nc3ccc(C(F)(F)F)cc3)ccc2O1
  A: 0	B: 1	C: 1	D: ·	E: 3	F: ·	G: 7.9	H: 0.2

> O=S(=O)(c1ccc2ncn(O)c2c1)N1CCOCC1
  A: -12	B: 14	C: -1	D: -3	E: -4	F: -1	G: -2.4	H: 0.0

> COC(=O)C[C@@H]1C[C@H]2c3cc(NC(=O)c4cccnc4)ccc3O[C@H]2[C@@H](CO)O1
  A: 1	B: -8	C: -3	D: 4	E: 3	F: 1	G: 1.6	H: 0.2

> C[C@@H]1CN([C@H](C)CO)C(=O)c2cccc(NC(=O)Nc3ccc(C(F)(F)F)cc3)c2O[C@H]1CN(C)Cc1ccc(-c2ccccc2)cc1
  A: 6	B: -8	C: 1	D: -26	E: 7	F: -1	G: 1.0	H: 0.1

> Cc1cccc(-c2ccc(C3[C@@H]4CN(Cc5ccccc5F)C[C@H]3N4)cc2)c1 (some centres undefined)
  A: ·	B: 23	C: ·	D: 49	E: ·	F: 3	G: 1.3	H: 0.2

> Cc1ccc(S(=O)(=O)N(Cc2ccccc2)c2ccccc2C(=O)NCc2ccco2)cc1
  A: ·	B: -36	C: -3	D: -32	E: ·	F: -1	G: 2.1	H: ·

> CCOC(=O)[C@]12CCCC=C1N(CCC1=CCCCC1)C(=O)[C@H](CC(=O)NCc1ccc(C)o1)C2
  A: ·	B: -14	C: ·	D: 5	E: ·	F: 1	G: -0.9	H: 0.2

> Cc1ccccc1S(=O)(=O)N1[C@H](C#N)[C@@H](c2ccc(C#CC3CCCCC3)cc2)[C@@H]1CO
  A: 7	B: -15	C: 4	D: -49	E: 3	F: -3	G: 5.1	H: -0.1

> NC(=O)C1CCN(c2cc(Cl)ccc2[N+](=O)[O-])CC1
  A: ·	B: ·	C: -5	D: -4	E: ·	F: 0	G: -3.6	H: 0.0

> Cc1snc(S(=O)(=O)/C(C#N)=N\Nc2ccccc2)c1C#N
  A: 8	B: 21	C: 13	D: ·	E: 6	F: ·	G: ·	H: ·

> C=CCNC(=O)COC(=O)CNC(=O)c1cc(Cl)cc([N+](=O)[O-])c1
  A: ·	B: 2	C: ·	D: -7	E: ·	F: 0	G: 2.3	H: -0.1

> COc1ccc(Cc2noc(CN3CCCN(C4Cc5ccccc5C4)CC3)n2)cc1OC
  A: -8	B: -10	C: -4	D: -21	E: 0	F: 3	G: 1.5	H: 0.0

Structures listed so far containing two or more sulfur atoms, in the order listed:
Short forms – A = RAD54 inh; B = INS-1E GSIS act; C = ARNT-TACC3 inh; D = RAD52 inh; E = esBAF inh; F = ERAP1 HTS inh; G = F508del corr; H = Xi reactivation
> O=C(CSc1nncs1)N1CCN(S(=O)(=O)c2ccccc2)CC1
  A: -6	B: 14	C: -1	D: -8	E: 1	F: 1	G: -0.1	H: 0.0

> Cc1snc(S(=O)(=O)/C(C#N)=N\Nc2ccccc2)c1C#N
  A: 8	B: 21	C: 13	D: ·	E: 6	F: ·	G: ·	H: ·

Carrying on:
Short forms – A = RAD54 inh; B = INS-1E GSIS act; C = ARNT-TACC3 inh; D = RAD52 inh; E = esBAF inh; F = ERAP1 HTS inh; G = F508del corr; H = Xi reactivation
> O=C(Nc1ccccc1)C1CCN(C(=O)c2ccc([N+](=O)[O-])cc2)CC1
  A: ·	B: 2	C: -2	D: 2	E: ·	F: 4	G: -2.8	H: 0.0

> CN(C)S(=O)(=O)c1ccc(NC(=O)COC(=O)C2CC3CCCC(C2)C3=O)cc1 (centres undefined)
  A: ·	B: -2	C: -2	D: -6	E: ·	F: -4	G: -1.0	H: -0.6

> CCOc1ccc(S(=O)(=O)n2cc(-c3ccccc3)c(N)n2)cc1
  A: 2	B: ·	C: -31	D: -10	E: 7	F: 5	G: -0.9	H: ·

> Cc1ccc(NC(=O)CN2C(=O)NC(C)(C3CC3)C2=O)c([N+](=O)[O-])c1 (centres undefined)
  A: 0	B: 0	C: 0	D: 2	E: -3	F: 2	G: 1.7	H: -0.1

> O=C(CCl)N1N=C(c2cccs2)CC1c1ccco1 (centres undefined)
  A: ·	B: -11	C: 6	D: -188	E: ·	F: 0	G: -0.6	H: 0.0

> C[C@@H]1CN([C@@H](C)CO)S(=O)(=O)c2ccc(-c3cncnc3)cc2O[C@@H]1CN(C)C(=O)C1CCCCC1
  A: 0	B: 5	C: -1	D: -2	E: -2	F: 2	G: -1.7	H: -0.8

> COC(=O)c1c(NC(=O)COC(=O)CCS(=O)(=O)c2ccc(C)cc2)sc(C)c1C
  A: -5	B: ·	C: -6	D: 9	E: ·	F: 0	G: 0.7	H: 0.4

> COc1cccc(NC(=O)N2CC3(C2)[C@@H](c2ccccc2)[C@@H](CO)N3C(=O)C2CC2)c1
  A: ·	B: -12	C: ·	D: -7	E: ·	F: 4	G: -3.9	H: 0.0

> CC1=NN(c2ccccc2)C(=O)/C1=C/c1cc(C)n(C2CC2)c1C
  A: ·	B: 6	C: -5	D: -35	E: ·	F: 1	G: -3.5	H: 0.0

> C[C@@H]1CN([C@H](C)CO)C(=O)c2cc(C#CC3CC3)cnc2O[C@@H]1CN(C)C
  A: 7	B: 9	C: 2	D: 2	E: -4	F: 0	G: 2.0	H: 0.3

> CC(NS(=O)(=O)/C=C/c1ccccc1)c1ccccc1 (centres undefined)
  A: 4	B: 11	C: -9	D: -16	E: 4	F: -3	G: 1.8	H: 0.0

> CCOc1ccc(NC(=O)NNC(=O)COc2ccc3ccccc3c2)cc1
  A: 4	B: 8	C: -7	D: -29	E: ·	F: -5	G: -2.7	H: 0.3

> CCOc1cc(/C=C/C(=O)c2ccc(O)cc2)ccc1OCC(=O)N(C)C
  A: -1	B: 29	C: ·	D: ·	E: 14	F: ·	G: -4.6	H: 0.1

> Cc1ccccc1S(=O)(=O)NCC[C@H]1CC[C@H](NC(=O)C2CCCCC2)[C@H](CO)O1
  A: -16	B: 2	C: -36	D: 39	E: -3	F: 0	G: 0.3	H: 0.0

> C[C@@H]1CN([C@H](C)CO)S(=O)(=O)c2ccc(-c3ccc(C#N)cc3)cc2O[C@H]1CN(C)C(=O)C1CC1
  A: -3	B: ·	C: -6	D: 0	E: -5	F: 3	G: -0.7	H: ·

> O=C1CC(c2ccccc2)Sc2nc(-c3ccccc3)c(-c3ccccc3)n21 (centres undefined)
  A: 5	B: 1	C: -10	D: ·	E: ·	F: ·	G: ·	H: -0.1

> CCOC(=O)CC(=O)CSc1nc2c(sc(=S)n2-c2ccc(OCC)cc2)c(=O)[nH]1
  A: -4	B: -46	C: 0	D: -13	E: -6	F: 5	G: -0.3	H: 0.0

> COc1ccc2c3c(n(C)c2c1)[C@@H](CO)N(Cc1ccccc1F)CC31CN(C(C)=O)C1
  A: ·	B: 15	C: ·	D: -34	E: ·	F: -3	G: 2.2	H: -0.1

> Cc1cccc(OCC(=O)Nc2nc(-c3ccncc3)cs2)c1
  A: -15	B: 6	C: ·	D: -15	E: -3	F: 3	G: -1.3	H: 0.0

> O=C(NCC[C@H]1CC[C@H](NC(=O)C2CCCCC2)[C@H](CO)O1)c1cc(Cl)cc(Cl)c1
  A: -15	B: 3	C: ·	D: 8	E: 11	F: -1	G: -0.9	H: -0.1

> CCCC(=O)Nc1sc2c(c1C#N)CCCC2
  A: 4	B: -3	C: -22	D: ·	E: 53*	F: ·	G: ·	H: ·

> COc1ccc(OC)c(S(=O)(=O)NC(=O)C2(C)CCN2C(=O)c2ccco2)c1 (centres undefined)
  A: -7	B: 6	C: ·	D: 1	E: -7	F: 8	G: 3.3	H: 0.0

> Cc1cccc(NC(=O)c2ccc(S(=O)(=O)N3CCN(C)CC3)cc2)c1C
  A: -14	B: 17	C: -4	D: -8	E: 2	F: -1	G: 0.4	H: 0.0

> O=C(O)C1CCCN1C(=O)C1CCN(S(=O)(=O)c2cccc(C(F)(F)F)c2)CC1 (centres undefined)
  A: ·	B: 5	C: -11	D: -3	E: ·	F: -2	G: -2.0	H: 0.3

> CCN=c1scc(-c2ccc(F)cc2)n1/N=C/c1ccccn1
  A: ·	B: -48	C: 32	D: -18	E: ·	F: -4	G: -0.8	H: 0.4

Arranged by the number under RAD52 inh (largest number first): three from the list above
canonical_smiles | INS-1E GSIS act | ARNT-TACC3 inh | RAD52 inh | esBAF inh | ERAP1 HTS inh | F508del corr
Cc1cccc(NC(=O)c2ccc(S(=O)(=O)N3CCN(C)CC3)cc2)c1C | 17 | -4 | -8 | 2 | -1 | 0.4
CC(NS(=O)(=O)/C=C/c1ccccc1)c1ccccc1 (centres undefined) | 11 | -9 | -16 | 4 | -3 | 1.8
CCN=c1scc(-c2ccc(F)cc2)n1/N=C/c1ccccn1 | -48 | 32 | -18 | · | -4 | -0.8

Just INS-1E GSIS act (2 entries from above):
| compound | INS-1E GSIS act |
| --- | --- |
| CC(NS(=O)(=O)/C=C/c1ccccc1)c1ccccc1 (centres undefined) | 11 |
| CCOc1ccc(NC(=O)NNC(=O)COc2ccc3ccccc3c2)cc1 | 8 |
